Screens from PubChem BioAssay.
CSN deneddyl inh = inhibitors of human CSN-mediated cullin deneddylation; AID 651999; inhibition, % at 12.5 µM; 360,000 tested, 0.38% active; Q92905; Purified CSN, SCF-Nedd8-OG deneddylation, fluorescence polarization;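 active = pattern-corrected inhibition above about 35%, with an unprinted fluorescence ratio check between 0.5 and 1.5, limit read from the data, passing the limit was not always enough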;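 also: 0% = enzyme with substrate and 100% = substrate without enzyme; some results filed as inactive read as strong as hits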
Target sequence (Q92905 whole entry, looked up, one chain of several): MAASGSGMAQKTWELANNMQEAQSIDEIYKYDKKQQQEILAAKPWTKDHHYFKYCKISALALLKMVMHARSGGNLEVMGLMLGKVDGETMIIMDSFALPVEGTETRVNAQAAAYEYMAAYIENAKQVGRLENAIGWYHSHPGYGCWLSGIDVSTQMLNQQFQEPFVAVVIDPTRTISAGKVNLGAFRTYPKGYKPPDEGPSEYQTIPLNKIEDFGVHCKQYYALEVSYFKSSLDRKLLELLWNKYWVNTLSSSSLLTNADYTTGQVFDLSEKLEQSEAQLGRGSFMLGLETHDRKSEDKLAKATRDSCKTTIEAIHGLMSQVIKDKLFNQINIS
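Material: human Csn5 produced in HEK293T cells; Input: enzyme 0.24 nM; Reagent: SCFSkp2-Nedd8OG substrate at 10 nM final; Dosing: 12.5 µM compound; Incubation: 90 min reaction at room temperature; Detection: fluorescence polarization of the substrate; Evaluation: % inhibition of substrate cleavage by Csn5; Control set: substrate-only high control, full reaction low control.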
Rpn11 inh = blocks the human proteasome subunit Rpn11; AID 588493; calls only at 20 µM; human 26S proteasome, Ub4-pepOG fluorescence polarization; 20S core pre-blocked with epoxomicin; 360,000 tested, 0.59% active; O00487;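 active = inhibition at 20 µM, scaled to each plate's controls, above about 33%, limit read from the data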
PABP1 MLLE inh = blocks PAM2 peptide binding to the PABP1 MLLE domain. inhibition, % at 20 µM. 360,000 tested, 0.36% active. GST-MLLE / FITC-PAM2 fluorescence polarization; in the data active = inhibition above about 35%, passing the limit was not always enough;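 also: plate controls were DMSO wells with GST-MLLE for no effect and wells lacking GST-MLLE protein for full effect; some results filed as inactive read as strong as hits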
bovine MsrA act = bovine methionine sulfoxide reductase A activation; purified bovine MsrA, absorbance read-out; activation, % at 10.6 µM; 360,000 tested, 0.3% active; AID 602163; in the data active = activation above about 7.5%;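 also: 0% = vehicle and 100% = reference activator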
MsrA inhibitor = bovine MsrA inhibition; purified bovine MsrA, absorbance read-out; 360,000 tested, 0.75% active; inhibition, % at 15.5 µM; in the data active = inhibition above about 4.5%;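 also: 0% = vehicle wells with enzyme and 100% = reference inhibitor wells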
Rin1-Abl PPI inh = inhibitors of human Rin1-Abl protein interaction | P00519+Q13671 | TR-FRET Rin1/Abl binding, biochemical | inhibition, % at 7.35 µM | 360,000 tested, 0.4% active; in the data active = inhibition above about 5%, passing the limit was not always enough
MT1-MMP act inh = blocks activation of human MT1-MMP | HT1080 RFP-PRO-GFP cells, GFP/RFP ratio fluorescence, overnight; percent of plate control window, DMSO zero | GFP/RFP ratio change, % at 20 µM | 360,000 tested, 0.061% active;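 active = GFP/RFP ratio change of at least 30% with cell ATP level not reduced by more than half and red fluorescence within 50% of control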; also: strong numbers were not always called active
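Material – HT1080 RFP-PRO-GFP cells · Control set – DMSO wells and RFP-L50D-GFP cells · Incubation – overnight cell settling, then overnight compound exposure, 37 °C, 5% CO2 · Compound dosing – single-point 20 µM compound, 1% DMSO · Read-out – GFP/RFP fluorescence ratio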
eLon inh = inhibitors of E. coli Lon protease; AID 602123; P0A9M0; inhibition, % at 7.94 µM; 360,000 tested, 0.42% active; purified E. coli Lon protease, fluorescence polarization; in the data active = inhibition above about 13%, passing the limit was not always enough;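 also: 0% = enzyme with probe and DMSO and 100% = no enzyme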
Target sequence (P0A9M0 whole entry, looked up): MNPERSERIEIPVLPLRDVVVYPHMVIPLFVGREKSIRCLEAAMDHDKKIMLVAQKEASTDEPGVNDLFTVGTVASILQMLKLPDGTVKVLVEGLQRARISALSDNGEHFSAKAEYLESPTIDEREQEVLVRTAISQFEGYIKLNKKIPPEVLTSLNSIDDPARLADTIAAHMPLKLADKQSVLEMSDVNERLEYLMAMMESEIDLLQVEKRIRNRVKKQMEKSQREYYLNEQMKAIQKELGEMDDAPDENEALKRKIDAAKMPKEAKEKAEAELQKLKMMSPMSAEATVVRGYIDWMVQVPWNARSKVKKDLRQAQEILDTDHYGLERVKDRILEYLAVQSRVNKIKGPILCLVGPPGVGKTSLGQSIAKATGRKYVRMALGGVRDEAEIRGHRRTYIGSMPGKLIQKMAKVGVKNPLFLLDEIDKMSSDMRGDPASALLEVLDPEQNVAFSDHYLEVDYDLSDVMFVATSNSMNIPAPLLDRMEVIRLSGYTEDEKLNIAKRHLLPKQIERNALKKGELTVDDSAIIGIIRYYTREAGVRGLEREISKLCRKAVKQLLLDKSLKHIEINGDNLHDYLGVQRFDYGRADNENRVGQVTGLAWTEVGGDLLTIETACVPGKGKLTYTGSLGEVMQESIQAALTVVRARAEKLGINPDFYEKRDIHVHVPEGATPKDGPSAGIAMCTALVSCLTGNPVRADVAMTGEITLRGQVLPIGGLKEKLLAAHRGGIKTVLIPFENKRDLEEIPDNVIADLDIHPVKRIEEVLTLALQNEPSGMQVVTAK
FAS TE block = inhibitors of human fatty acid synthase thioesterase domain | P49327 | recombinant FAS-TE, OMFH fluorogenic substrate, fluorescence endpoint | inhibition, % at 15 µM | 360,000 tested, 0.67% active | AID 602261;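 active = compounds whose normalised, plate-corrected inhibition of enzyme fluorescence in the single-dose primary screen is 50% or more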;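 also: 0% = DMSO with enzyme and 100% = substrate without enzyme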
* hit, by the source's call; i = inactive; x = no result given; + = active, no number; & = joins results of further samples.

SMILES | CSN deneddyl inh | Rpn11 inh | PABP1 MLLE inh | bovine MsrA act | MsrA inhibitor | Rin1-Abl PPI inh | MT1-MMP act inh | eLon inh | FAS TE block
COc1ccc([C@H]2CN(CCc3ccccc3)C(=O)[C@@H]2CC(=O)Nc2ccccc2)cc1 | 2.8 | i | 4.5 | -1.7 | 0.3 | -0.6 | -4.2 | -3.7 | 7.0
COc1ccc(C(=O)NC(=S)NNC(=O)CCc2ccccc2)cc1 | 0.1 | i | 0.0 | 5.8 | -0.4 | -3.1 | 6.8 | -13.8 | -0.7
O=[N+]([O-])c1cccc(SSc2cccc([N+](=O)[O-])c2)c1 | 0.0 | i | 36.7 | 17.3* | 1.2 | 3.2 | -5.0 | -1.6 | -8.0
COc1ccc(-c2nc3ccc(Cl)cn3c2Cc2cccc(F)c2)cc1OC | 3.8 | i | -5.7 | -2.9 | -0.3 | 1.5 | -3.7 | -8.5 | 5.8
COc1ccc(NC(=O)C(=O)N2N=C3CCCCC3C2(O)C(F)(F)F)cc1 (configuration not stated) | -5.4 | i | -99.3 | -2.2 | 0.6 | 0.1 | 0.9 | 2.5 | -7.1
CN(CC(=O)Nc1ccc(F)cc1)C(=O)c1ccc(N2C(=O)CCC2=O)cc1 | 4.5 | i | -82.2 | -1.6 | 0.3 | -0.4 | -6.5 | 9.8 | -5.7
COc1ccc(NS(=O)(=O)c2cc(NC(=O)c3cnc(C)cn3)ccc2N2CCCC2)cc1 | -15.6 | i | -11.8 | -3.5 | 0.5 | 0.3 | 2.0 | -4.8 | 29.7
COc1ccc(CC2=CC(=O)c3ccccc3C2=O)cc1 | 1.3 | i | 30.9 | 0.8 | 0.2 | 6.8* | -118.9 | 10.6 | 19.6
CC(Oc1ccccc1F)C(=O)NNC(=O)c1cc2ccccc2o1 (configuration not stated) | -3.3 | i | 4.9 | -3.7 | 0.2 | -0.8 | -2.4 | -3.8 | -2.6
Cc1c(C(=O)NN2CCOCC2)oc2ccccc12 | -5.3 | i | 8.6 | -1.7 | 0.8 | 4.9 | 2.7 | -7.6 | -5.3
COc1cc(SC)ccc1C(=O)NNC(=O)C1COc2ccccc2O1 (configuration not stated) | 3.6 | i | 12.5 | -9.9 | 1.8 | -2.1 | 3.5 | -6.1 | -4.8
Cc1c(-c2ccccc2)c(=O)oc2cc(O)ccc12 | -2.0 | i | -7.3 | -4.8 | 1.1 | -1.6 | -0.3 | -5.6 | -1.4
Cc1ccc(N(C(=O)c2sc(C)nc2C)C(C(=O)NCc2ccco2)c2ccccc2)cc1 (configuration not stated) | 3.3 | i | 8.6 | 4.6 | 2.5 | -0.5 | -5.7 | 1.1 | 11.8
Cc1ccsc1/C=C(\C#N)C(=O)NCCCN1CCOCC1 | 1.4 | i | -9.8 | -2.3 | 3.9 | -2.6 | -6.4 | -1.0 | -1.9
CSC1=N/C(=C/c2ccc(-n3cncn3)cc2)C(=O)N1 | -0.1 | i | -128.0 | -4.2 | 1.4 | -5.5 | -1.0 | -3.3 | -3.5
Cc1nc(-c2ccc(NS(=O)(=O)c3ccccc3)cc2)cs1 | -8.9 | i | -3.1 | -7.3 | 0.8 | -0.3 | 2.5 | 7.3 | 0.8
O=C(CNC(=O)c1cccs1)OCC(=O)c1ccccc1 | 4.5 | i | -2.0 | -7.2 | -0.8 | 4.9 | 2.9 | -5.7 | -6.5
Cc1c(Br)cc(-c2nnco2)cc1Br | -6.5 | i | 2.4 | -3.2 | 2.1 | -0.7 | -1.8 | -4.0 | 7.0
CCCNC(=O)C1(C)CCCN(Cc2ccc(C#N)cc2)C1 (configuration not stated) | 0.3 | i | 4.4 | -5.0 | -0.8 | 1.1 | 2.6 | 3.5 | -1.5
CCCN(C(=O)c1ccc(OCC(C)C)cc1)c1c(N)n(Cc2ccccc2)c(=O)[nH]c1=O | 4.8 | i | -3.9 | -3.9 | 1.3 | 4.8 | 0.3 | 5.8 | -2.8
Cc1c(CCO)c(=O)n(-c2ccccc2)n1S(=O)(=O)c1ccc([N+](=O)[O-])cc1 | -1.2 | i | 7.0 | -2.6 | -0.4 | 0.5 | 3.0 | 1.2 | -3.2
COC(=O)N1C(=O)[C@](Cc2ccccc2)(c2ccccc2)N1C(=O)OC | 5.2 | i | 17.5 | -3.6 | -1.3 | 3.4 | -2.2 | 2.4 | 62.8*
O=C(OCc1nc2ccccc2s1)c1cccc(N2C(=O)CCC2=O)c1 | -7.2 | i | -8.8 | -1.4 | 0.6 | -2.6 | -7.1 | -6.4 | -3.7
Cc1cnc(C(=O)NCC(c2ccccc2)c2ccccc2)cn1 | 2.6 | i | 10.2 | -9.2 | 0.3 | -3.5 | -4.6 | -6.3 | 2.1
CC(C)OC(=O)C1C2C=CC3(CN(C(C)c4ccc(Br)cc4)C(=O)C13)O2 (configuration not stated) | 1.9 | i | 8.4 | 0.0 | 0.1 | 3.2 | 0.4 | -1.7 | -2.3
Oc1ccc(/C=N/Nc2ccc(C(F)(F)F)cn2)c(O)c1 | -3.6 | i | 3.7 | -4.7 | 4.3 | 5.2 | -7.7 | 11.3 | 9.8
COc1cccc(CNC(=O)c2ccccc2-c2ccccc2)c1 | 1.3 | i | -10.2 | -1.5 | 0.4 | 1.9 | 2.4 | 10.8 | -7.2
Cc1ccc(CSc2nnc(SCC(=O)N/N=C/c3ccccc3OCC(=O)O)s2)cc1 | 1.6 | i | -49.0 | -0.6 | -0.5 | -2.8 | -4.5 | 0.9 | -0.3
Cc1cc(C)c(NC(=O)CNC(=O)c2ccc(-n3cncn3)c([N+](=O)[O-])c2)c(C)c1 | -2.3 | i | 10.8 | -2.6 | -0.3 | -3.9 | -2.0 | 4.0 | -4.7
COC(=O)C1=C(C)N(c2ccc(OC)cc2)C(=O)/C1=C\c1cccs1 | -0.7 | i | -8.8 | -2.4 | 1.2 | -4.6 | -1.8 | -3.1 | 2.5
O=C(CSc1nnc(SCc2ccccc2)s1)N/N=C/c1ccc(Cl)cc1Cl | -8.7 | i | -4.8 | -0.8 | 1.2 | 3.3 | 0.6 | -13.2 | 0.9
Cn1c(-c2ccccc2)c(Sc2ccccc2)c2cc(-c3ccc4[nH]ccc4c3)ccc21 | -0.5 | x | x | -2.6 | 2.6 | x | -1.4 | -4.6 | 22.7
COc1cc2nc(SCC(=O)c3ccc(Br)cc3)n3nc(C)nc3c2cc1OC | -2.9 | i | -46.3 | -2.1 | -0.2 | 2.0 | -1.5 | 3.4 | -4.4
CSCCC(NC(=O)c1ccccc1)C(=O)NCC(C)(C)N1CCOCC1 (configuration not stated) | -1.8 | i | -0.9 | -2.3 | -0.9 | 2.1 | -1.3 | -6.9 | -7.2
CN(C)C(=O)N1CCC(C(=O)NCC2CCCO2)CC1 (configuration not stated) | 1.6 | i | 5.8 | -0.4 | 0.8 | 1.7 | 2.3 | -11.2 | -7.5
Oc1oc(-c2ccccc2)nc1/C=N/c1nccs1 | 4.0 | i | 6.1 | -8.4 | 1.5 | 1.4 | 2.2 | -9.2 | 8.4
Cn1nc(Oc2nc(N3CCOCC3)nc(N3CCOCC3)n2)ccc1=O | -3.0 | i | -15.4 | -4.6 | -1.0 | -4.2 | -0.6 | -7.7 | -2.8
Nc1c(N(CCC2=CCCCC2)C(=O)Cc2ccccc2F)c(=O)[nH]c(=O)n1Cc1ccccc1 | 0.0 | i | -28.2 | -2.3 | 0.9 | 0.0 | -12.0 | -3.3 | -1.5
CC(NC(=O)Cc1ccc(F)cc1)c1ccc(F)cc1 (configuration not stated) | 3.9 | i | -40.9 | -4.9 | -1.2 | -0.2 | 3.1 | 6.9 | -6.2
COc1ccc(/C=N/NC(=O)CNc2n[nH]c(=O)[nH]c2=O)cc1OC | -4.7 | i | 8.0 | -2.2 | 0.1 | -4.3 | -7.2 | 5.2 | -12.9

Part of the list above, with tabs:
Compound	CSN deneddyl inh	Rpn11 inh	PABP1 MLLE inh	bovine MsrA act	MsrA inhibitor	Rin1-Abl PPI inh	MT1-MMP act inh	eLon inh	FAS TE block
CN(C)C(=O)N1CCC(C(=O)NCC2CCCO2)CC1 (configuration not stated)	1.6	i	5.8	-0.4	0.8	1.7	2.3	-11.2	-7.5
Oc1oc(-c2ccccc2)nc1/C=N/c1nccs1	4.0	i	6.1	-8.4	1.5	1.4	2.2	-9.2	8.4

Later entries
SMILES | CSN deneddyl inh | Rpn11 inh | PABP1 MLLE inh | bovine MsrA act | MsrA inhibitor | Rin1-Abl PPI inh | MT1-MMP act inh | eLon inh | FAS TE block
Nc1ccccc1SCc1c(Cl)cccc1Cl | 1.1 | i | 1.8 | -1.5 | 1.2 | 0.4 | -3.9 | 1.9 | 30.4
O=C(Nc1cccnc1Cl)c1ccc2c(Cl)c3c(nc2c1)CCC3 | 3.6 | i | -4.3 | -5.2 | 1.0 | -3.4 | 0.8 | -3.4 | 38.3
CCn1c(=O)c2sccc2n(Cc2cc(C(=O)OC)ccc2OC)c1=O | 3.4 | i | 4.5 | 0.6 | -1.1 | 0.4 | 0.6 | 5.7 | 2.4
O=C(/C=C/Nc1ccc(F)cc1F)c1ccc(Br)cc1 | -3.4 | i | 6.9 | -7.2 | 1.3 | -0.7 | -0.6 | -5.2 | -2.1
O=C(CC12CC3CC(CC(C3)C1)C2)N/N=C/c1ccncc1 | -16.6 | i | -8.8 | -2.1 | -0.7 | -1.7 | -0.9 | 1.6 | -7.9
CC(=O)N(CCc1ccccc1)c1ccc2c(c1)C1CC2CCN1C(=O)OCc1ccccc1 (configuration not stated) | -0.9 | i | -28.0 | 0.1 | -0.1 | 0.0 | -19.6 | 6.1 | 26.2
CCOC(=O)Cn1nc(-c2ccccc2)c(-c2ccccc2)nc1=O | -1.6 | i | -5.7 | -2.4 | 1.5 | 0.7 | 0.1 | 6.3 | -2.1
COc1ccc(N=C2NC(=O)/C(=C/c3ccc(O)c(OC)c3)S2)cc1 | 37.4* | + | -113.0 | -5.1 | 1.6 | 4.4 | -103.1 | -310.8 | -6.0
O=C(O)Cc1nn(Cc2ccc(Cl)cc2)c(=O)c2ccccc12 | -4.3 | i | -13.3 | -2.6 | -0.5 | 3.7 | 6.2 | 0.8 | -2.1
CC(C)C[C@@]12C(=O)N(c3cccc(F)c3)C(=O)N1[C@H](c1ccc(Cl)cc1)[C@@H]1C(=O)N(C3CCCCC3)C(=O)[C@@H]12 | 2.3 | i | -8.6 | -3.7 | 0.2 | 2.5 | -6.9 | -3.6 | 62.2*
COC(=O)c1cnc(NNS(=O)(=O)c2ccc(C(F)(F)F)cc2)nc1C(F)(F)F | 0.2 | i | -40.5 | -1.5 | -1.1 | -0.9 | 1.5 | 13.5 | 15.2
Cc1ccc(S(=O)(=O)N(C)C[C@H]2OCc3cn(nn3)CCCC(=O)N([C@@H](C)CO)C[C@@H]2C)cc1 | -3.1 | i | -10.1 | -3.6 | -1.1 | 0.8 | 3.2 | -5.5 | -6.1
CCCCn1c(SCC(=O)NC2CCCC2)nnc1-c1ccco1 | -5.0 | i | 2.2 | -3.5 | 0.2 | 2.0 | 2.2 | 6.5 | -2.7
Cc1ccc(OCc2nnc(SCC(=O)NCc3ccccc3)n2C)cc1 | -0.5 | i | -4.2 | -1.2 | 0.8 | -2.2 | 2.6 | -3.6 | -2.3
Cc1ccccc1C(OCCN(C)C)c1ccccc1 (configuration not stated) | -0.9&2.2 | i | 9.2&0.8 | -11.0&-6.2 | -1.2&1.9 | 0.2&0.5 | 1.5&-2.7 | -3.7&-4.1 | -5.9&-3.7
